# Compound activity from PubChem BioAssay.
# Pf Dd2 growth = qHTS Primary assay for Inhibitors of Plasmodium falciparum Dd2 growth in vitro; P. falciparum Dd2 growth, SYBR Green, 72 h; 120,000 tested, 4.3% active; AID 1347417, 2020; Potency, µM (series often up to 28.9 µM), without a hit: at the top dose activity, negative = inhibition, most hits filed as inhibitors; active = well fitted inhibition curve with a large enough effect; inconclusive = small, poorly fitted or top-dose-only effect; inactive = no such curve, though single readings can be large or run the other way;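 also: plate controls were DMSO vehicle for no effect and reference drug for full effect; nearly all actives have a fitted effect of over 65% in size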
#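 Readout: SYBR Green fluorescence, 485 nm excitation, 535 nm emission, after ~16 h lysis at 37C. Before that, Dd2-infected red cells (2.5% hematocrit) grew 72 h with compound, 29 uM top final concentration.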
# Numbers without * were called inactive; i = inactive; ? = inconclusive; [ ] = another dose, or the depositor's remark. Potency is read from the fitted curve at half-maximal effect. An excerpt; rates above refer to the full screens.
SMILES,Pf Dd2 growth
COc1cccc(N2C(=O)NC(=NC3CCCC3)C23CCCN(Cc2cccn2C)C3)c1 (configuration not stated),?
Cc1cccc(N2CCN(C(=O)Nc3ccc(F)cc3)CC2C)c1 (configuration not stated),-17%
O=C(c1cccc(Cl)c1)N1CCC(n2cc(-c3nc(-c4ccccc4)no3)nn2)C1 (configuration not stated),-24%
COc1cc(NC(=O)NC(C)c2c(-n3cccc3)sc3c2CCN(C)C3)cc(OC)c1 (configuration not stated),-28%
CCN(Cc1ccccc1)C(=O)Cn1c(=O)n(-c2cccc(C)c2)c(=O)c2c1c1cc(C)ccc1n2C,13%
O=C(NCCC1CCN(C(=O)Nc2ccc(F)cc2)CC1)c1ccco1,i
Cc1nc(-c2ccc(C)c(S(=O)(=O)N3CCC(C(=O)NCc4ccc(Cl)cc4)CC3)c2)no1,-11%
O=C(CC1CCN(S(=O)(=O)c2ccc3c(c2)CCCC3)C1)NCc1ccccc1 (configuration not stated),i
Cc1cccc(C(=O)NCC(c2ccc3c(c2)OCO3)N2CCOCC2)c1 (configuration not stated),13%
CN1C[C@@H](NC(=O)Nc2ccc(F)cc2F)C[C@H]1c1nc(-c2ccncc2)no1,i
CCCN1CCN(C(=O)Cn2ncc3c4ccccc4n(Cc4cccc(Cl)c4)c3c2=O)CC1,11µM*
COCCC(=O)N1CCCC(Cc2nc(C3CCOCC3)no2)C1 (configuration not stated),18%

# A second format for some results above.
SMILES | Pf Dd2 growth
O=C(NCCC1CCN(C(=O)Nc2ccc(F)cc2)CC1)c1ccco1 | i
COc1cc(NC(=O)NC(C)c2c(-n3cccc3)sc3c2CCN(C)C3)cc(OC)c1 (configuration not stated) | -28%
CCCN1CCN(C(=O)Cn2ncc3c4ccccc4n(Cc4cccc(Cl)c4)c3c2=O)CC1 | 11µM*
CN1C[C@@H](NC(=O)Nc2ccc(F)cc2F)C[C@H]1c1nc(-c2ccncc2)no1 | i
CCN(Cc1ccccc1)C(=O)Cn1c(=O)n(-c2cccc(C)c2)c(=O)c2c1c1cc(C)ccc1n2C | 13%
Cc1cccc(N2CCN(C(=O)Nc3ccc(F)cc3)CC2C)c1 (configuration not stated) | -17%

# Next records
SMILES,Pf Dd2 growth
Cc1ccc(C(=O)N2CCOC(CN(Cc3ccco3)C(=O)c3ccc(F)cc3)C2)cc1 (configuration not stated),?
COCc1nn(CC(=O)NCc2ccc(C)o2)c(=O)n1-c1ccccc1,25%
CN1CCCCC12Cc1ccccc1CN(C(=O)Cc1ccccc1)C2 (configuration not stated),?
O=C(NCCc1ccc(Cl)cc1)c1ccc2c(c1)N(Cc1ccc(F)cc1Cl)C(=O)CS2,i
Cc1ccccc1NC(=O)CC(=O)N1CCC(Oc2ccccc2C)CC1,0%
CCc1ccccc1NC(=O)CCC(=O)N1CC(C)Oc2ccc(C)cc21 (configuration not stated),7%
Cn1cc(S(=O)(=O)N2CCCCCC2)cc1C(=O)Nc1ccc(Cl)c(C(F)(F)F)c1,11%
COc1ccc(-c2noc([C@@H]3CCCN3C(=O)c3ccc(Cl)cc3)n2)cc1,-16%
COCCNC(=O)C1N(C(C)C)C(=O)C12CCCCC2 (configuration not stated),-7%
Cc1nn(-c2ccc(N3CCOCC3)nn2)c(C)c1CCC(=O)NCc1ccc(F)cc1,21%
Cc1cccc(-n2c(-c3ccco3)nc3c(cnn3-c3ccccc3C)c2=O)c1,i
Cc1ccccc1-c1onc(C)c1C(=O)NCc1cc(F)cc(F)c1,?
CC(C)NC(=O)NCc1nnc2n1C(C(=O)N1CCOCC1)CC2 (configuration not stated),15%
CN(C(=O)c1ccccc1F)C1CCCc2ccccc21 (configuration not stated),i
COCCN1C(=O)c2ccccc2C(C(=O)Nc2ccc3[nH]ccc3c2)C12CCCC2 (configuration not stated),11µM*
Cc1cccc(C)c1Nc1c(-c2ccccn2)nc2ccc(Cl)cn12,16%
CCCC(C(=O)NCc1cccc(Cl)c1)N1Cc2ccccc2C1=O (configuration not stated),38%[activator]
COc1ccc(-c2cc(-c3cnc4[nH]ccc4c3)cn3cncc23)cc1,6.3µM*
COCCN1C(=O)c2ccccc2C(C(=O)Nc2nnc(COC)s2)C12CCCCC2 (configuration not stated),-26%
O=C(Cn1ncc2c3ccccc3n(Cc3ccc(F)cc3)c2c1=O)NCc1ccccn1,?
O=C(NCc1ccccn1)C1CCN(c2nccc(-c3cccnc3)n2)CC1,-13%
CCNC(=O)c1ccc(CSc2nc3cccnc3n2Cc2ccc(OC)cc2)cc1,?
Cc1cc(=O)n(CC(=O)N2C[C@@H](C(=O)O)[C@H](C3CC3)C2)nc1C,-3%
COc1ccccc1CNC(=O)CSc1cc(=O)n(C)c2ccccc12,i
COc1ccccc1-c1cnc(Nc2cccnc2OC)c2c1CCO2,?
CN1c2cccnc2CN(Cc2ccco2)CC[C@H]1CO,-15%[44.1 µM]
COc1ccc(CNC(=O)N2CCC3(CC2)CC(OCC2CC2)CCO3)cc1 (configuration not stated),i
c1ccc(-n2cc(CN3CCCC(OCc4cccnc4)C3)nn2)cc1 (configuration not stated),-26%
O=C(NCc1ccc(Cl)cc1)C(=O)Nc1ccc(Br)cc1,21%
Cc1ccc(C(=O)Nc2cnc3ccccn3c2=O)cc1,25%
Cc1c(NC(=O)c2ccc(Cl)cc2)cc(C(C)C)c(O)c1S(=O)(=O)c1ccccc1,?
CN(Cc1ccccc1)C(=O)C1COC2(CCN(C(=O)CC(C)(C)C)CC2)N1C(=O)c1ccccc1 (configuration not stated),i
Cc1ccc2c(c1)N(C(=O)CCC(=O)Nc1ccc(F)cc1F)CC(C)O2 (configuration not stated),12%
CN1C[C@@H](NC(=O)c2ccc(F)cc2)C[C@H]1c1nc(-c2ccncc2)no1,i
O=C(NCc1cccc(Cl)c1)c1cc2n(n1)CC(c1ccc3c(c1)OCO3)OC2 (configuration not stated),-22%
COCCOc1ccc(C(=O)N[C@@H]2CN(C(=O)Nc3ccccc3C(=O)OC)CCC[C@H]2O)cc1,i
CCc1nc(-c2c3n(c(=O)n(CC(=O)Nc4ccc(Cl)cc4)c2=O)CCCCC3)no1,i
Cc1c(C(=O)Nc2ccccc2)sc2nc(-c3cc4ccccc4oc3=O)[nH]c(=O)c12,6%
Cc1ccc(C)c(NC(=O)Cn2c(-c3nonc3N)nc3ccccc32)c1,18%
CN(Cc1cccnc1)c1ccc2ncc(Nc3ccc4c(c3)OCO4)n2n1,7.9µM*
O=C(CN1CCN(Cc2cccc(Cl)c2)C1=O)NCc1ccc(F)cc1,23%
Cn1c(=O)c2c(SCC(=O)NCc3ccc(F)cc3)nc(-c3ccccc3Cl)nc2n(C)c1=O,26%
Cc1nc(-c2c3n(c(=O)n(Cc4ccccc4)c2=O)CCCCC3)no1,-21%
O=C(O)CC(NS(=O)(=O)c1ccc(Br)s1)c1ccccc1 (configuration not stated),-6%
COc1ncc(-c2cnc3[nH]cc(CC(=O)N4CCOCC4)c3c2)cn1,i
Cc1cc(C)n2c(Nc3ccccc3)c(-c3ccccc3)nc2n1,?
COc1ccc(CC2CCOC3(CCN(C(=O)NCC(C)C)CC3)C2)cc1 (configuration not stated),?
Cc1cn2nnc(C(=O)NCCc3cccs3)c2c(=O)[nH]1,-6%

# Given with each value named: three of the compounds above
CCc1nc(-c2c3n(c(=O)n(CC(=O)Nc4ccc(Cl)cc4)c2=O)CCCCC3)no1
  Pf Dd2 growth: i

COc1ccc(CC2CCOC3(CCN(C(=O)NCC(C)C)CC3)C2)cc1 (configuration not stated)
  Pf Dd2 growth: ?

Cc1c(C(=O)Nc2ccccc2)sc2nc(-c3cc4ccccc4oc3=O)[nH]c(=O)c12
  Pf Dd2 growth: 6%

# Going on with the list:
SMILES,Pf Dd2 growth
CN(Cc1ccccc1)S(=O)(=O)c1ccc(NC(=O)c2cc(=O)c3ccccc3o2)cc1,4%
N#C/C(=C\c1ccc(Cl)cc1)c1nc(-c2cc3ccccc3oc2=O)cs1,?
Cc1nc2nc(C)c(NS(=O)(=O)c3ccc(F)cc3)c(=O)n2[nH]1,21%[0.594 µM]
CC(=O)c1c(C)nn(C(C)CC(=O)N2CCc3c(nc(N)[nH]c3=O)C2)c1C (configuration not stated),1%
O=C1C[C@@H]2CCN(C(=O)c3ccccc3)C[C@@H]2CCN1CCN1CCNC1=O,-1%[44.1 µM]
CCOc1ccc(OCC)c(NC(=O)CN(c2ccc(C)cc2)S(=O)(=O)c2c(C)n[nH]c2C)c1,?
Cc1cc(C)cc(NC(=O)Cn2c(N3CCN(c4ccccc4)CC3)nc(C)cc2=O)c1,?
COCC1CN(C2CCC2)CC12CCN(C(=O)c1cccc(OC)c1)CC2 (configuration not stated),?
CCCCN1C(=O)CC[C@H]2CN(C(=O)CCn3cccc3)CC[C@H]21,-22%
CCOc1ccc(CNC(=O)c2ccc(Sc3ccc(C)cc3)c(N)c2)cc1OC,14%
CCOC(=O)Cn1c(=O)oc2cc(S(=O)(=O)Nc3ccccc3F)ccc21,16%
CCSc1ncc(Cl)c(C(=O)Nc2sc3c(c2C(=O)NCCCOC)CCCC3)n1,53%[activator][5.79 µM]
O=C(CC1CCS(=O)(=O)C1)N1CCCC(c2ccccc2)(c2ccccc2)C1 (configuration not stated),-18%
Cc1nn(-c2ccc(F)cc2)c(Oc2cccc(F)c2)c1CCC(=O)N(C)C(C)C,-18%
O=C(c1ccc(Cl)nc1)N1CCn2c(nn(-c3ccc([N+](=O)[O-])cc3)c2=O)C1,-5%
COCCN1C(=O)[C@H]2CN(Cc3ccccc3OC(F)(F)F)C[C@H]2C1=O,50%
COc1cccc(Nc2ncc3c(n2)C(C)(C(=O)N2CC[S+](=O)([O-])CC2)CC3)c1 (configuration not stated),-9%[44.1 µM]
CCCCNC(=O)c1cccc(CN2C(=O)CC(c3ccccc3C)C(C(=O)OCC)=C2C)c1 (configuration not stated),?
Cc1c(Cl)cccc1-n1ncc(C(=O)NCc2cccs2)c1C1CCN(C(=O)OC(C)(C)C)CC1,?
Cc1cccc(N(C)S(=O)(=O)c2nnc(NC(=O)C(C)(C)C)s2)c1,-14%
Cc1ccc(NC(=O)Nc2cccc(-c3ccc(N4CCOCC4)nn3)c2)cc1,?
COc1ccc2oc(=O)c(-c3csc(/C(C#N)=C/c4ccc(F)cc4)n3)cc2c1,23%
O=C(CSc1nccn1C1CCCC1)Nc1cc(C(F)(F)F)ccc1Cl,11µM*
O=C(CCC1CCN(S(=O)(=O)c2ccccc2)CC1)NC1CCS(=O)(=O)C1 (configuration not stated),-10%
COc1ccc2[nH]cc(CCNC(=O)CCC3CCN(C(=O)c4ccccc4)CC3)c2c1,-29%
CN1C(=O)c2cccn2CC1CNC(=O)c1cccs1 (configuration not stated),16%
COCC(=O)Nc1ccc(Cl)c(NC(=O)NC(C)Cn2cncn2)c1 (configuration not stated),-1%
OCCC1CN(Cc2cccn2-c2nccs2)CCN1Cc1ccc(F)c(F)c1 (configuration not stated),i
CCN1CCN(CCCNC(=O)Cn2nc(C)n3c(cc4c(OC)cccc43)c2=O)CC1,9%
O=C(CN1CCCC1=O)N1CCC(C2CCNC2)CC1 (configuration not stated),19%
COc1ccccc1C(=O)N1CCC2(CCCCO2)CC1,-7%
O=C(N[C@H]1CCN2C(=O)c3cc(-c4ccc(Cl)cc4)ccc3NC(=O)[C@H]12)c1cnccn1,-11%
CCN1C(=O)CCN(C(=O)c2cnn(C)c2)CC12CCOCC2,9%
COc1ccc(NC(=O)Nc2cc(C(=O)NCc3ccc(C)cc3)ccc2N2CCCC2)cc1,0%
Cc1cccc(N2CCN(C(=O)CCn3c(=O)c4cccn4c4cccnc43)CC2C)c1 (configuration not stated),i
COc1ccc(Cl)cc1NC(=O)CN1C(=O)C(C)(C)c2cc(S(=O)(=O)N3CCCCC3)ccc21,?
Cc1c(C(C)NC(=O)Cc2c[nH]c3ccccc23)cnn1-c1ccccn1 (configuration not stated),-24%
CCc1ccccc1NC(=O)CCc1c(C)nc2cc(-c3ccccc3)nn2c1C,-4%
Cc1ccc(OCc2nc(C3CN(C(=O)c4cc(C)n(C)n4)C3)no2)cc1,?
COCC1CN(C2CCC2)CC12CCN(C(=O)c1ccc(OC)cc1C)CC2 (configuration not stated),?
COc1ccc(F)cc1S(=O)(=O)N1CCn2c(nn(C)c2=O)C1,10%
CN1CC(=O)N(c2ccccc2)Cc2c1ncnc2N1CCCC1CO (configuration not stated),12%
COC(=O)C1CCN([C@H]2[C@@H]3OC[C@@H](O3)[C@@H](NC(=O)Nc3cccc(OC)c3)[C@@H]2O)CC1,6%
Cc1cnc2c(C(=O)NCc3cccnc3Oc3ccccc3)cnn2c1,-14%
CC(C)Oc1cccc(-c2n[nH]c3c2CC(=O)N(Cc2ccccc2)C3)c1,i
Cc1ccc(-c2nc(CS(=O)CC(=O)NCCc3ccc(Cl)cc3)c(C)o2)cc1 (configuration not stated),-7%
Cc1ccccc1N(C)C1CN(C(=O)c2ccc3c(c2)OCO3)C1,?
Cc1cc(C)c(NC(=O)C(C)n2c(=O)cc(C)c3c(C)nn(-c4ccccc4)c32)c(C)c1 (configuration not stated),14%
Cc1ccc(S(=O)(=O)NCc2nc3nc(C)cc(C)n3n2)c(C)c1,?
COc1ccc(Br)cc1CNC(=O)c1cc2c(=O)n(C)c3ccccc3c2s1,25%
